# Compound activity deposited in PubChem by several laboratories.
# NadD block: inhibitors of Staphylococcus aureus NadD; inhibition, % at 20 µM; purified NadD enzyme, colorimetric absorbance read-out; hit rate 0.78% among 360,000; in the data active means inhibition above about 26%; further: some compounds past the cut are filed as inactive
# Rpn11 block: inhibitors of human proteasome Rpn11; O00487; human 26S proteasome, Ub4-pepOG fluorescence polarization; 20S core pre-blocked with epoxomicin; calls only at 20 µM; hit rate 0.59% among 360,000; AID 588493;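 active means inhibition at 20 µM, scaled to each plate's controls, above about 33%, limit read from the data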
# Target sequence (O00487 whole entry, looked up): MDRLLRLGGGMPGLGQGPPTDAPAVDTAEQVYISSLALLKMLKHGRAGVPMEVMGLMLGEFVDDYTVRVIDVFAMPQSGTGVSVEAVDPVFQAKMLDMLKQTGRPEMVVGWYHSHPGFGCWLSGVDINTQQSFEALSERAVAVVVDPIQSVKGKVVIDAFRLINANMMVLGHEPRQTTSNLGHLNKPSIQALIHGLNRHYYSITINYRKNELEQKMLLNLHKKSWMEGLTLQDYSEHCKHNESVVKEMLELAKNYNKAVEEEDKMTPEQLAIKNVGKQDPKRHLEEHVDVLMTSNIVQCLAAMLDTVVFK
# Rin1-Abl PPI inh: blocks binding of human Rin1 to Abl | P00519+Q13671 | TR-FRET Rin1/Abl binding, biochemical | inhibition, % at 7.35 µM | hit rate 0.4% among 360,000; in the data active means inhibition above about 5%, passing the limit was not always enough
# CSN deneddyl inh: CSN deneddylation inhibition; Q92905; Purified CSN, SCF-Nedd8-OG deneddylation, fluorescence polarization; inhibition, % at 12.5 µM; hit rate 0.38% among 360,000;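 active means pattern-corrected inhibition above about 35%, with an unprinted fluorescence ratio check between 0.5 and 1.5, limit read from the data, passing the limit was not always enough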;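 further: 0% = enzyme with substrate and 100% = substrate without enzyme; some results filed as inactive read as strong as hits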
#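 Schedule: reaction 90 min, room temperature / Assay system: HEK293T-derived human Csn5 enzyme / Input: Csn5 at 0.24 nM final / Measure: inhibition of Csn5 cleavage, % / Control set: substrate-only high control, full reaction low control / Technique: fluorescence polarization of the substrate / Buffer or medium: Tris/NaCl/DTT buffer, pH 7.5 / Reagent: SCFSkp2-Nedd8OG substrate at 10 nM final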
# Scp1 inh: inhibitors of human Scp-1 phosphatase. Q9GZU7. Recombinant Scp1, phosphopeptide, malachite green phosphate absorbance. hit rate 0.88% among 340,000. inhibition, % at 20 µM;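 active means inhibition above about 50% at 20 µM, limit read from the data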;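 further: plate controls were DMSO wells with enzyme for no effect and wells lacking enzyme for full effect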
#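 Material: truncated SCP-1 phosphatase (76-261aa) / Buffer or medium: 50 mM Tris acetate pH 5.5, 0.005% Tween-20, 10 mM MgCl2 / Compound dosing: one concentration, 20 µM, with 1.0% DMSO / Incubation: 45 min room-temperature reaction, 5 min colour, 30 min stabiliser / Detection: colorimetric free-phosphate detection, absorbance 630 nm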
# DNMT1 inh: blocks human DNA methyltransferase DNMT1. P26358. DNMT1 molecular beacon, Hinp1I cleavage, fluorescence. inhibition (reported as % activation of signal), % at 10 µM. hit rate 0.83% among 360,000. AID 588458; in the data active means inhibition above about 50%
# SUMO1-SIM PPI: modulators of human SUMO1-mediated protein-protein interactions | SUMO1 binding to a labelled peptide, TR-FRET, 1 h | P63165 | hit rate 0.33% among 360,000 | inhibition, % at 20 µM | AID 602429; in the data active means inhibition above about 37%
# STEP inh: inhibitors of human striatal-enriched phosphatase STEP; P54829; recombinant STEP, OMFP fluorogenic substrate, fluorescence; inhibition, % at 20 µM; hit rate 0.25% among 360,000;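 active means inhibition at 20 µM, scaled per plate between control wells, above about 37%, limit read from the data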;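 further: 0% = DMSO with enzyme and substrate and 100% = substrate only without enzyme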
#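 System: STEP (striatal-enriched tyrosine phosphatase) enzyme, cell-free; medium: Bis-Tris pH 6.0 buffer with DTT, detergent; dosing: 20 µM, 1% DMSO; times: reaction 20 min, ambient temperature; detection: fluorescence, 480/540 nm; read-out basis: normalized % inhibition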
# Neddyl block: inhibitors of human cullin neddylation; TR-FRET cullin neddylation, biochemical; hit rate 0.58% among 360,000; AID 651699; calls only at 25 µM; in the data active means inhibition above about 36%
# Target sequence (P61081 whole entry, looked up): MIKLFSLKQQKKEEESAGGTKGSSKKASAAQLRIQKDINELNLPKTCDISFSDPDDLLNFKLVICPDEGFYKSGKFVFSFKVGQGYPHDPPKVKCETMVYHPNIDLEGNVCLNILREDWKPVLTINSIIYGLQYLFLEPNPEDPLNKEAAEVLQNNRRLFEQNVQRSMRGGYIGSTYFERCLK
# Target sequence (Q13564 whole entry, looked up): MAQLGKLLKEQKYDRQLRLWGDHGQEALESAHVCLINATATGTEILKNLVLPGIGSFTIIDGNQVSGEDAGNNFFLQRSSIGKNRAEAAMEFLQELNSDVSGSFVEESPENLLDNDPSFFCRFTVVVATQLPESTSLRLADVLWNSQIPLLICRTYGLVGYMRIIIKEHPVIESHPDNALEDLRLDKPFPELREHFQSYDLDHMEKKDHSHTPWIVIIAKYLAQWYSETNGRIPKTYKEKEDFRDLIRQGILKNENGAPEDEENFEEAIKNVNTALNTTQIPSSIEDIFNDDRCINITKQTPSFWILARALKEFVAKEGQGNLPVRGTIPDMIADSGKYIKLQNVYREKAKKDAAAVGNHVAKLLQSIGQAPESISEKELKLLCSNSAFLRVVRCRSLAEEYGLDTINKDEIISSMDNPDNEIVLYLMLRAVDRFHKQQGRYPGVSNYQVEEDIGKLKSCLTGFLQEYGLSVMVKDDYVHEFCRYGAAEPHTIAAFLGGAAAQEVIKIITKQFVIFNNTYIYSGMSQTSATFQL
# LMPTP inh: LMPTP (human) inhibition; inhibition, % at 20 µM; hit rate 0.22% among 360,000; recombinant LMPTP-A, OMFP fluorogenic substrate, fluorescence intensity; AID 651560;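 active means compounds that cut the enzyme signal by at least half of the control window in the single-dose screen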;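 further: plate controls were DMSO wells with enzyme plus substrate for no effect and substrate without enzyme for full effect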
#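 Test system – LMPTP-A phosphatase enzyme · Quantity – 0.625 nM LMPTP-A final · Reagent – OMFP substrate, 400 µM final · Dosing – one test concentration per compound, 20 µM, with 3% DMSO overall · Timing – 50 min enzyme reaction at room temperature, protected from light · Detection – fluorescence intensity · Controls – substrate-only low control, DMSO enzyme-plus-substrate high control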
# * = called active by the depositor; i = inactive; . = not tested or not shown. No enrichment for hits. Share with any hit: about 3.8%.
# Fields – SUMO1-SIM PPI	NadD block	Rin1-Abl PPI inh	Neddyl block	Scp1 inh	DNMT1 inh	Rpn11 block	CSN deneddyl inh	STEP inh	LMPTP inh
- CCn1cc([N+](=O)[O-])c(C(=O)N2CCCc3ccccc32)n1
 : -9	0	2	i	5	2	i	7	-1	-1.4
- Nc1nc2ccccc2cc1C(=O)NCCCCc1ccccc1
 : 1	1	.	.	.	.	.	8	.	1.0
- CCN(CC(=O)Nc1ccc(NC(C)=O)cc1)C(=O)C1CCCN(C(=O)c2ccc(Cl)cc2)C1 (stereo not drawn)
 : 2	-1	0	i	17	8	i	1	-1	-3.6
- CCCC(=O)N1CCCC1(C)C(=O)Nc1cc(OC)c(OC)c(OC)c1 (stereo not drawn)
 : -4	-5	-2	i	.	0	i	-1	0	-0.6
- O=C(COC(=O)c1cc[n+]([O-])cc1)Nc1ccc([N+](=O)[O-])cc1
 : -16	-2	1	i	-6	-3	i	8	1	-1.6
- N#C/C(=C\c1ccc(-c2ccccc2[N+](=O)[O-])o1)C(=O)N1CCOCC1
 : -17	5	1	i	8	-5	i	-8	0	-0.7
- COc1ccccc1CNC(=O)CN1CCC(NC(=O)c2ccccc2F)CC1
 : 1	-4	1	i	-8	3	i	4	-10	-1.9
- CCOC(=O)c1ccc(NC(=O)CSc2nc(N3CCOCC3)nc(N3CCOCC3)n2)cc1
 : 4	-2	3	i	-2	7	i	3	-2	0.8
- COc1ccc(NC(=O)COC(=O)CCNS(=O)(=O)c2ccccc2)cc1OC
 : -2	9	-1	i	1	-1	i	-3	-2	-0.8
- COc1ccc(-n2c(=O)c3ccccc3n(CC(=O)NC3CCCCC3)c2=O)c(OC)c1
 : 0	-1	0	i	-5	3	i	3	1	1.7
- COc1ccccc1C(=O)COC(=O)CN1C(=O)c2ccccc2C1=O
 : -20	-3	-3	i	-5	0	i	3	-1	-1.3
- O=Cc1c[nH]c2ccc(NC(=O)OCc3ccccc3)cc12
 : 0	-2	7	i	1	-2	i	3	0	-1.0
- CCCNC(=O)c1c(CSc2ccccc2)noc1C(=O)NCc1ccccc1
 : -3	-15	0	i	-2	3	i	-4	1	3.7
- O=C(CSc1nnc(Cc2ccccc2)o1)NCCN1C(=O)CSC1=O
 : 3	-2	2	i	-1	3	i	5	2	-1.8
- COc1ccc(OC)c(/C=N/NC(=O)c2ccc[n+](CC(=O)c3ccccc3)c2)c1
 : -21	-1	-4	i	1	-1	i	-3	0	4.1
- CC(=O)c1cccc(N(CC(=O)Nc2ccc(F)cc2F)S(C)(=O)=O)c1
 : -4	-1	-6	i	-2	-6	i	-3	2	0.3
- O=C(NC(=S)NN1CCCCC1c1cccnc1)c1ccc(Br)cc1 (stereo not drawn)
 : 5	2	0	i	-7	0	i	5	19	1.3
- CCOC(=O)C1=CN(CC2CCCCC2)CCC1=O
 : 1	-2	0	i	-4	8	i	2	1	-1.1
- COc1ccccc1CCNC(=O)CCNS(=O)(=O)c1ccc(NC(C)=O)cc1
 : 10	0	-1	i	-2	-10	i	4	-2	-0.3
- CCN(CCn1cccn1)C(=O)c1ccc(OC2CCN(C(=O)COC)CC2)cc1
 : -6	-4	1	i	-4	0	i	4	-1	0.7
- O=C(CCC(=O)Nc1ccc(Cl)cc1Cl)N/N=C/c1ccc([N+](=O)[O-])o1
 : -26	-1	1	i	3	9	i	7	-1	1.7
- CCC(C)(C)C1CCc2[nH]nc(C(=O)NCCCNC(=O)OC(C)(C)C)c2C1 (stereo not drawn)
 : 6	3	0	i	0	-5	i	0	2	2.0
- Cn1ccnc1C(=O)c1cc(SCC(=O)N2CCOCC2)nc2ccccc12
 : -12	-5	-2	i	-3	1	i	-3	0	0.0
- COc1cccc(C(O)c2nc(-c3cccc(F)c3)cs2)c1 (stereo not drawn)
 : 5	-5	-1	i	.	-3	i	-1	0	1.5
- COc1cccc(C(=O)N(Cc2cc3cc(C)ccc3[nH]c2=O)C(C)C)c1
 : -1	6	1	i	-6	4	i	-6	-2	-2.9
- O=C(Oc1cccc2ccccc12)c1ccncc1
 : -7	-5	3	i	2	3	i	2	0	-1.6
- c1ccc2c(SCc3cn4cccnc4n3)ncnc2c1
 : -3	-2	2	i	-2	3	i	-1	2	1.0
- COC(=O)[C@H](CC(C)C)NC(=O)N1CCN(c2cccc(C(F)(F)F)c2)CC1
 : -4	-4	0	i	-11	-4	i	-1	-2	-0.2
- Cc1cc(C)c(NC(=O)Cn2nnc(C(=O)Nc3ccc(F)cc3F)c2N)c(C)c1
 : 3	-3	1	i	-5	9	i	7	1	2.3
- COc1ccc(S(=O)(=O)NCC2CCCN(Cc3ccccc3C)C2)cc1 (stereo not drawn)
 : -4	-12	3	i	-10	0	i	-6	-3	-0.2

# In a second layout: entries from further up.
SMILES,SUMO1-SIM PPI,NadD block,Rin1-Abl PPI inh,Neddyl block,Scp1 inh,DNMT1 inh,Rpn11 block,CSN deneddyl inh,STEP inh,LMPTP inh
CCC(C)(C)C1CCc2[nH]nc(C(=O)NCCCNC(=O)OC(C)(C)C)c2C1 (stereo not drawn),6,3,0,i,0,-5,i,0,2,2.0
Cn1ccnc1C(=O)c1cc(SCC(=O)N2CCOCC2)nc2ccccc12,-12,-5,-2,i,-3,1,i,-3,0,0.0
COc1cccc(C(O)c2nc(-c3cccc(F)c3)cs2)c1 (stereo not drawn),5,-5,-1,i,.,-3,i,-1,0,1.5
COc1cccc(C(=O)N(Cc2cc3cc(C)ccc3[nH]c2=O)C(C)C)c1,-1,6,1,i,-6,4,i,-6,-2,-2.9
O=C(Oc1cccc2ccccc12)c1ccncc1,-7,-5,3,i,2,3,i,2,0,-1.6
c1ccc2c(SCc3cn4cccnc4n3)ncnc2c1,-3,-2,2,i,-2,3,i,-1,2,1.0
COC(=O)[C@H](CC(C)C)NC(=O)N1CCN(c2cccc(C(F)(F)F)c2)CC1,-4,-4,0,i,-11,-4,i,-1,-2,-0.2
Cc1cc(C)c(NC(=O)Cn2nnc(C(=O)Nc3ccc(F)cc3F)c2N)c(C)c1,3,-3,1,i,-5,9,i,7,1,2.3
COc1ccc(S(=O)(=O)NCC2CCCN(Cc3ccccc3C)C2)cc1 (stereo not drawn),-4,-12,3,i,-10,0,i,-6,-3,-0.2

# Continued:
# Fields – SUMO1-SIM PPI	NadD block	Rin1-Abl PPI inh	Neddyl block	Scp1 inh	DNMT1 inh	Rpn11 block	CSN deneddyl inh	STEP inh	LMPTP inh
- CC(=O)c1cccc(OCc2cc(C(=O)N(C)Cc3ccc(C)o3)no2)c1
 : 1	-4	5	i	-5	-1	i	6	3	-0.1
- Cc1cc(C)n(-c2ccc(NC(=O)C3CCCCN3C(=O)c3ccoc3C)cc2)n1 (stereo not drawn)
 : 1	-3	4	i	-13	-1	i	1	-1	-0.5
- Nc1cc(=O)nc(SCC(=O)N2CCN(c3ccccc3)CC2)n1-c1ccc(F)cc1
 : 4	2	-3	i	-5	2	i	-1	1	1.0
- CC(C)c1ccc(S(=O)(=O)N2CCN(C(=O)C3=COCCO3)CC2)cc1
 : 2	2	-1	i	-7	1	i	-1	-2	-0.6
- COCCNC(=O)C1CCCN(S(=O)(=O)c2cccc3nsnc23)C1 (stereo not drawn)
 : -28	9	-2	i	-1	-1	i	3	0	-0.8
- CC(=O)c1cccc(NC(=O)CCNS(=O)(=O)c2cccc(C(C)=O)c2)c1
 : 1	3	-2	i	-5	-2	i	2	2	-1.0
- N#CC1=C2CCCCC2(O)NC1=O (stereo not drawn)
 : 3	-5	-1	i	.	0	i	2	-3	-0.1
- CCOC(=O)/C=C1\SCC(=O)N1CC(=O)NCCOC
 : 1	-2	4	i	1	7	i	2	4	2.3
- Oc1ccccc1C=Nc1cccc2ccccc12
 : 0	3	-2	i	-9	-8	i	2	-1	-1.5
- C=CCNC(=O)CSc1n[nH]c(-c2cc(Cl)ccc2OC)n1
 : 1	-2	0	i	11	1	i	-5	-7	0.1
- CC1(C(=O)Nc2ccc(F)c(Cl)c2)Cc2c(-c3cccc(C(F)(F)F)c3)ccnc2O1 (stereo not drawn)
 : 8	0	-3	i	.	-2	i	4	-4	1.6
- Cc1c(Cl)cccc1NC(=S)N1CCC(C(N)=O)(N2CCCCC2)CC1
 : 2	2	-3	i	-7	0	i	1	1	-0.1
- C=CCn1c(COc2cccc3ccc(C)nc23)nnc1SCC(=O)O
 : -2	-1	2	i	5	-1	i	-1	1	-1.1
- COc1cc(Br)c(CCNC(=O)Cc2ccccc2)cc1OC
 : 0	-2	-6	i	-3	0	i	-4	-3	0.6
- O=C(CSC(=S)N1CCOCC1)c1cc2ccccc2oc1=O
 : -21	0	0	i	2	1	i	-2	1	-0.4
- Cc1cc(O)cc2c1C(=O)/C(=C/c1ccco1)O2
 : -8	-6	0	i	-18	65*	i	27	2	0.1
- O=C(CN1C(=O)CC(c2ccco2)Sc2ccccc21)NCc1ccc2c(c1)OCO2 (stereo not drawn)
 : 4	-6	3	i	5	5	i	1	2	-0.4
- CSCCC1NC2(C(=O)Nc3c(C)cc(Cl)cc32)[C@@H]2C(=O)N(C3CCCC3)C(=O)[C@H]12 (stereo partly drawn)
 : -3	8	-1	i	22	13	i	1	3	0.7
- CCOc1ncccc1C(=O)Nc1ccc(OC)c(S(=O)(=O)N2CCCCC2)c1
 : 10	0	-2	i	-5	0	i	-3	-1	-0.1
- Cc1cccc(CSc2nncc(=O)[nH]2)c1
 : -1	5	3	i	-2	-3	i	1	0	-0.8
- Cc1cccc(NC(=S)N(c2ccccc2)C(C)C)c1C
 : 4	0	2	i	-10	2	i	-4	-5	-2.0
- CNC(=S)N(C)/N=C1/C(=O)N(Cc2c(Cl)cccc2Cl)c2ccccc21
 : -1	10	-1	i	-6	0	i	4	7	2.8
- CCOC(=O)c1ccc(N2C(=O)c3n[nH]c(C)c3C2c2ccco2)cc1 (stereo not drawn)
 : 1	1	-1	i	0	-2	i	3	0	2.0
- C/C(=N\Nc1ccccc1)c1c(O)cc(C)oc1=O
 : 2	-7	1	i	-6	0	i	-2	1	0.4
- CCOc1ccc(-n2nc3c(=O)n(CCN4CCCCC4)nc(C)c3c2C)cc1
 : -5	2	0	i	3	0	i	4	0	-0.7
- O=C(OCC(=O)N1CCCC1)c1c(Cl)ccc(Cl)c1Cl
 : 1	-3	6	i	4	8	i	1	-3	1.3
